BAZ2B block: inhibitors of human BAZ2B bromodomain; Q9UIF8; Potency, µM (doses to about 114 µM), for the others: top-dose activity change, negative = inhibition, hits mostly inhibitors; AID 504333; 360,000 tested, 4.4% active; AlphaScreen BAZ2B-H3K14Ac peptide displacement; also: potency is read from the fitted curve at half-maximal effect; % is scaled to controls: 0 for no effect and ±100 for the full control effect; nearly all actives have a fitted effect of over 60% in size
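AlphaScreen displacement: compounds (up to 110uM) incubated 30 min at room temperature with a preformed 50 nM BAZ2B/50 nM biotinylated H3K14Ac peptide complex in PBS pH 7.4 with Tween-20. Donor and acceptor beads at 10 ug/mL final added, 20 min light-protected before reading.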
Pin1 inh: inhibitors of human Pin1; Q13526; Pin1 FP peptide displacement, HiFluor488, 10 min; Potency, µM (series often up to 115 µM), without a hit: top-dose activity, negative = inhibition, usual class: inhibitors; 390,000 tested, 0.009% active; active = well fitted inhibition curve with a large enough effect in the polarisation, with a control signal flat, not every such curve was filed as active; inconclusive = small, poorly fitted or top-dose-only effect, or effect the other way, or a change in a side signal; inactive = no such curve, though single readings can be large or run the other way; the % refers to the polarisation; also: potency is read from the fitted curve at half-maximal effect; % is scaled to controls: 0 for no effect and ±100 for the full control effect
ERG-DNA inh: blocks human ERG Ets domain binding to DNA; Potency, µM (top dose mostly 76.9 µM), inactives show at the highest dose FP activity, negative = inhibition, usual class: inhibitors; fluorescence polarization, His-ERG Ets domain / labelled DNA; 370,000 tested, 0.028% active; P11308; active = well fitted inhibition curve with a large enough effect in the polarisation, with a control signal flat; inconclusive = small, poorly fitted or top-dose-only effect, or effect the other way, or a change in a side signal; inactive = no such curve, though single readings can be large or run the other way; the % refers to the polarisation;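 also: polarization taken with two DNA probes labelled with fluorescein and Texas red; potency is read from the fitted curve at half-maximal effect; % of control where 0% means no effect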
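His-tagged ERG Ets domain (1 uM in the protein solution; 300mM KCl, 50mM Tris-HCl, 1mM EDTA, 1mM DTT, pH 7.5) received compound, then a probe mix of 5 nM fluorescein-DNA and 100nM Texas-615-DNA. Fluorescence polarization was read for both dyes.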
PGK inhibitor: blocks T. brucei phosphoglycerate kinase | P07378 | PGK/GAPDH coupled, Kinase-Glo luminescence, 60 min | Potency, µM (highest dose often 57.5 µM), for the others: at the top dose activity change, negative = inhibition, actives largely listed as inhibitors | 380,000 tested, 0.043% active | AID 602233; also: potency is read from the fitted curve at half-maximal effect; % is scaled to controls: 0 for no effect and ±100 for the full control effect; nearly all actives have a fitted effect of over 60% in size
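Recombinant glycosomal PGK reaction used 1,3-bisphosphoglycerate generated in-well by GAPDH (100nM final) in 100mM TEA pH 7.6, 5mM MgCl2, 0.01% Tween-20. After 60 minutes at room temperature, ATP was read by Kinase-Glo Plus luminescence end-point.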
JMJD2A Tudor: JMJD2A Tudor domain (human) inhibition. O75164. AlphaScreen JMJD2A-Tudor / H3K4me3 peptide binding. Potency, µM (series often up to 114 µM), for inactives: at the highest dose activity change, negative = inhibition, usual class: inhibitors. 390,000 tested, 4.4% active; also: potency is read from the fitted curve at half-maximal effect; % is scaled to controls: 0 for no effect and ±100 for the full control effect; nearly all actives have a fitted effect of over 50% in size
HP1b binding inh: inhibitors of HP1-beta chromodomain binding to methylated histone tails | P83916 | AID 540317 | Potency, µM (highest dose often 114 µM), inactives show at the top dose activity change, negative = inhibition, hits mostly inhibitors | 390,000 tested, 0.56% active | AlphaScreen HP1-beta / biotin-H3K9me3 peptide binding; also: potency is read from the fitted curve at half-maximal effect; nearly all actives have a fitted effect of over 70% in size; inactives centre near 23
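HP1-beta protein (50 nM final) preincubated 30 min at room temperature with biotinylated H3(1-18)K9me3 peptide (50 nM) in PBS pH 7.4, 0.01% Tween-20, then compound added for 30 min. AlphaScreen streptavidin donor/nickel chelate acceptor beads (10 ug/mL final), 30 min dark, luminescence read.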
G9a inh: blocks human histone lysine methyltransferase G9a; 350,000 tested, 8.8% active; AID 504332; Q96KQ7; Potency, µM (titrated, usually from 102 µM), inactives show at the top dose activity, negative = inhibition, hits mostly inhibitors; G9a H3K9 monomethylation, AlphaScreen, 2 h; also: potency is read from the fitted curve at half-maximal effect; % is scaled to controls: 0 for no effect and ±100 for the full control effect; nearly all actives have a fitted effect of over 75% in size
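Methyltransferase reactions run at room temperature for 2 h (20 nM enzyme, 500 nM biotin-H3K9 peptide, 20 uM SAM) after a 15 min compound preincubation; product detected by AlphaScreen beads and anti-H3K9me1 antibody.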
PI4K2A inh: blocks human PI4K2A kinase activity | activity change, negative = inhibition, % at 76.9 µM | 420,000 tested, 0.13% active | Q9BTU6 | purified PI4K2A, ADP-Glo luminescence, 1 h; stronger effect = lower value; in the data active = activity change below about -50%; inconclusive = mostly about -30% to -49%;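 also: -100% = wells without enzyme as full effect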
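ADP-Glo luminescence measured ADP generated by PI4K2A enzyme (4 ug/mL before mixing) with 1.2 mM PI substrate (pre-mix) and 300 microM ATP (pre-mix). Tris pH7.5 buffer with MgCl2, Triton X-100; 1 h reaction at ambient temperature.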
GLS inh: glutaminase GLS (human) inhibition; Potency, µM (titrated, usually from 45.5 µM), without a hit: at the top dose activity change, negative = inhibition, actives largely listed as inhibitors; GLS enzymatic activity, qHTS titration; AID 624170; O94925; 410,000 tested, 0.21% active; also: potency is read from the fitted curve at half-maximal effect; % is scaled to controls: 0 for no effect and ±100 for the full control effect
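Human kidney-isoform GLS in 45 mM KH2PO4 pH 8.2, 0.02% Tween-20, with compound, started with 1mM L-Glutamine (added stock). Glutamate oxidase/HRP/Amplex red coupled fluorescence read at start and after 30 min at RT.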
* = called active by the depositor; i = inactive; u = inconclusive; x = no result given; & = joins results of further samples; [ ] = remark or other dose. Unless noted, calls follow the shape of the dose curve; as a rule, active = well fitted curve in the direction sought with a large enough effect; inconclusive = small, poorly fitted or top-dose-only effect, or another doubt; inactive = no such curve, though single readings can be large; an effect the other way counts as inactive or inconclusive.

SMILES	BAZ2B block	Pin1 inh	ERG-DNA inh	PGK inhibitor	JMJD2A Tudor	HP1b binding inh	G9a inh	PI4K2A inh	GLS inh
O=C(Cc1c(O)c2ccccc2oc1=O)c1ccc(C(F)(F)F)cc1	7.5%	u	3.8%	i	-6.3%	7.7%	-22.3%	3.5	10.7%
CCn1c(Cc2ccccc2)nnc1SCC(=O)NC1CCCC1	-2.9%	2.2%	2.0%	3.2%	-5.8%	27.6%	-25.8%	-3.3	-1.3%
Cc1cc(NS(=O)(=O)c2ccccc2)cc(Cl)c1O	12.0%	-5.9%	-3.1%	-10.1%	89.1µM*	-26.1%	2.24µM*	-5.1	-15.3%
COc1cccc(CC2(CO)CCN(C(=O)NCCc3ccccc3)CC2)c1	-0.5%	-4.9%	3.1%	2.3%	-3.5%	44.2%[activator]	11.5%	2.5	-3.0%
CC(=O)Nc1ccc(SC[C@H](Cc2ccccc2)N2CC[C@@H](C(C)(C)C)CCC2=O)cc1	-27.3%	9.1%	0.8%	0.7%	u	25.1%	5.8%[0.501 µM]	-2.5	-3.6%
COC(=O)C(Cc1ccccc1)NS(=O)(=O)c1ccccc1Br (stereo unspecified)	0.9%	1.3%&-1.8%	-8.3%	8.1%	-6.9%&-6.3%	38.2%&60.2%	-10.8%[59 µM]	-4.2	-3.1%
CCOc1ccccc1N1CC(C(=O)N2CCc3ccccc32)CC1=O (stereo unspecified)	-22.1%[57.1 µM]	-4.3%	-5.0%	-4.9%	1.3%	22.6%	64.9%[activator][59 µM]	10.0	5.9%
Cc1cc(OCCN2CCOCC2)ccc1C(C)C	50.1µM*	-8.6%	-3.0%	-1.1%	14.1µM*	u	-50.8%[2.33 µM]	-2.6	6.4%
CCOC(=O)c1cnc(N2CCN(c3ccccc3)CC2)[nH]c1=O	6.4%	8.6%	6.7%	-5.8%	-2.8%	37.7%[activator]	59.4%[activator]	0.3	33.3%[activator]
Cc1cccc(C(=O)NCCCN(C)CCCNC(=O)c2cccc(C)c2)c1	-9.2%	6.3%	-7.2%	i	-11.6%	50.7%[activator]	10.2%[59 µM]	4.7	-8.5%
CCCCN1C(=O)C(=O)N(CC(=O)c2ccc3c(c2)OCO3)C1=O	10.5%	4.9%	-0.5%	3.7%	-4.1%	17.1%	-0.9%	-0.4	1.8%
Cc1cn2c(=O)cc(COC(=O)c3cccc(NC(=O)COc4ccccc4C)c3)nc2s1	-3.0%	-1.6%	1.4%	-0.5%	-0.7%	18.8%	-0.2%[12.7 µM]	-1.1	9.6%

The final two entries of the part before come first, to join the parts:
SMILES	BAZ2B block	Pin1 inh	ERG-DNA inh	PGK inhibitor	JMJD2A Tudor	HP1b binding inh	G9a inh	PI4K2A inh	GLS inh
CCCCN1C(=O)C(=O)N(CC(=O)c2ccc3c(c2)OCO3)C1=O	10.5%	4.9%	-0.5%	3.7%	-4.1%	17.1%	-0.9%	-0.4	1.8%
Cc1cn2c(=O)cc(COC(=O)c3cccc(NC(=O)COc4ccccc4C)c3)nc2s1	-3.0%	-1.6%	1.4%	-0.5%	-0.7%	18.8%	-0.2%[12.7 µM]	-1.1	9.6%
CCOc1ccc(S(=O)(=O)NCCC(=O)NCC2(N3CCCCC3)CCCCC2)cc1	-19.8%	-2.9%	3.9%	-2.7%	-11.0%	19.6%	2.6%	-4.8	7.7%
CC(=O)Oc1ccc(/C=c2\sc3ncnn3c2=O)cc1	u	48.6%[activator]	-9.3%	-2.7%	-10.4%	29.1%	u	16.0	u
S=c1[nH]nc(-c2ccc(Cl)cc2)n1/N=C/c1cccs1	-9.7%	7.6%	1.0%	-4.9%	-18.5%	19.4%	x	1.5	0.0%
COC(=O)c1cc(N=Nc2sc(N)nc2C)cc(C(=O)OC)c1	-33.3%	11.7%	-0.3%	-9.1%	-30.7%	32.3%	6.3%[12.7 µM]	-7.2	2.4%
O=C(Oc1ccc(/C=N/n2cnnc2)cc1)c1cccc([N+](=O)[O-])c1	-38.3%	1.5%	-12.5%	6.6%	-30.6%	19.6%	-25.9%	7.1	1.4%
CCN1C(=O)[C@@H]2Cc3c([nH]c4ccccc34)C(c3cc(OC)c(OC)c(OC)c3)N2C1=S (stereo partly specified)	-24.6%	u	8.4%	-1.1%	-15.7%	39.1%[activator]	u	0.5	10.4%
CCn1c(SCC(=O)Nc2cccc(OC)c2)nc2ccccc2c1=O	-16.0%	8.5%	7.0%	-5.6%	1.3%	13.1%	24.0%	0.6	0.5%
COc1ccc(CCN(C)C(=O)c2oc3ccccc3c2C)cc1OC	-25.6%	-0.6%	9.7%	8.1%	-4.7%	33.9%	4.5%	-0.9	6.4%
COCCN(C(=O)COC(=O)CCn1c(C)csc1=O)c1c(N)n(Cc2ccccc2)c(=O)[nH]c1=O	15.4%	-3.3%	3.9%	1.5%	-6.9%	8.9%	13.5%[12.7 µM]	4.6	1.8%
CCCC(=O)c1ccc2c(c1)OCCO2	0.9%	44.7%[activator]	-3.5%	10.6%	17.9%	29.4%	u	6.6	7.7%
Cc1ccc(OCC(=O)NCCCNC(=O)c2ccco2)cc1C	3.3%	-2.4%	1.3%	7.3%	-6.8%	14.7%	21.0%	4.0	-8.6%
CCOc1cc(C=O)ccc1OCCSc1ccc(Cl)cc1	87.6%[activator]	18.3%	-7.6%	2.8%	162.3%[activator]	257.1%[activator]	7.4%[0.501 µM]	-0.5	15.3%
O=C(O)CSc1c2c(nc3cc(C(=O)NCCN4CCOCC4)ccc13)CCC2	u	-12.0%	8.6%	-8.5%	-11.7%	3.5%	u	-5.4	0.1%
COc1cc(C(=O)Nc2cccc3ncccc23)cc(OC)c1OC	7.8%	-3.5%	-1.3%	-1.0%	9.4%	19.3%	u	-4.1	4.5%
CC1CCCC(C)N1C(=O)COC(=O)c1ccc(Br)c(S(=O)(=O)N2CCOCC2)c1 (stereo unspecified)	x	-2.8%	-3.7%	-1.8%	-11.0%	20.0%[57 µM]	x	-3.9	-3.0%
CCCCc1nc(S(=O)(=O)c2ccc(Cl)cc2)c(N2CCOCC2)o1	2.1%	-13.8%	7.1%	0.4%	-3.1%[11.4 µM]	u	u	-0.9	-5.7%
CC(C)n1c(=N)c(C(=O)NCc2cccnc2)cc2c(=O)n3ccccc3nc21	-2.3%	2.2%	0.9%	5.1%	-2.8%	22.6%	-39.1%[59 µM]	-1.4	3.5%
Cc1ccc(C)c(NC(=O)C2CC(=O)N(C3CCCCC3)C2)c1 (stereo unspecified)	5.3%	1.2%	0.5%	3.7%	-4.2%	3.4%	15.9%	-1.4	0.0%
COc1ccccc1NC(=O)COC(=O)c1ccccc1C(=O)N1CCN(c2ccccc2)CC1	-18.3%	u	14.7%	-4.5%	-24.1%	-7.3%	10.9%	-8.3	6.8%
O=C(O)[C@]1(S(=O)(=O)c2ccccc2)C[C@@H]2ON=C(c3cccc(Br)c3)[C@@H]2C1	7.7%[57.1 µM]	-4.1%	7.9%	-6.5%	-17.2%	16.2%	x	-8.7	1.1%
Cc1c(S(=O)(=O)N2CCN(c3cccc(C(F)(F)F)c3)CC2)c(=O)n(C)c(=O)n1C	5.3%	2.8%	6.7%	-5.3%	-19.0%	16.8%	u	-3.1	-2.4%
Cc1ccc(N(C(=O)C2CCC(=O)N2)C2(C(=O)NC3CCCC3)CCCCC2)cc1 (stereo unspecified)	7.1%	6.3%	2.3%	-9.9%	-12.1%	8.7%	-5.6%[12.7 µM]	1.3	-1.2%
CCC(C(=O)OC)n1cnc2c(nnn2-c2ccc(F)cc2)c1=O (stereo unspecified)	-5.3%	-2.9%	-3.2%	4.9%	-7.7%	29.4%	20.4%	2.3	-0.9%
CCOC(=O)c1c(NC(=O)COC(=O)c2nc(Cl)ccc2Cl)sc2c1CCC2	16.2%	2.1%	-5.7%	-9.0%	2.1%	42.0%	35.9%[59 µM]	3.4	-2.6%
O=C(OCC12CC3CC(CC(C3)C1)C2)c1ccc(NCc2cc(O)ccc2O)cc1	x	0.8%	x	6.1%	50.1µM*	15.8µM*	x	0.5	14.6%
C#Cc1ccc([C@H]2C=C(C(=O)N3CCOCC3)O[C@@H](OCC)[C@@H]2CCCO)cc1	-12.5%	-1.3%	-0.9%	-3.9%	-12.7%	21.3%	-8.3%[59 µM]	-0.1	18.3%
CC1=C(c2ccc(C)cc2)S(=O)(=O)N=C1N1CCN(c2ccccc2)CC1	-20.7%	34.5%[activator]	3.4%	-0.6%	u	18.5%	-51.4%[59 µM]	-3.0	-0.7%
CC[C@H](C)[C@H](NC(=O)c1ccccc1)C(=O)Nc1ccc(S(=O)(=O)Nc2cc(C)nc(C)n2)cc1	-13.6%	2.9%	7.2%	i	5.3%	13.8%[57 µM]	u	3.5	5.2%
COc1ccc(NC(=O)CSc2nnc(Cc3cccs3)n2-c2ccc(C)cc2)cc1	-7.4%	10.8%	3.5%	-7.5%	u	-1.9%	35.5µM*	2.3	-1.0%
CCN(CC)c1ccc(C(=O)NC(=S)N2CCN(Cc3ccc4c(c3)OCO4)CC2)cc1	u	49.4%[activator]	-3.2%	4.1%	u	-19.7%	39.8µM*	1.5	13.3%
O=[N+]([O-])c1cccc(-c2nnc(-c3ccc4c(c3)OCO4)o2)c1	-2.5%	u	6.0%	6.1%	u	36.1%[activator]	u	0.4	-2.3%
